Screening results (PubChem BioAssay)
CHT PAM = human CHT allosteric activation. CHT-expressing cells, membrane potential dye, choline EC20; hits give high values; LV-AA mutant CHT in HEK293 cells. B-score at 10 µM. actives 0.49% (n = 310,000);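 active = initial fluorescence not abnormally high and integrated response B-score, plate-corrected, over 3 SD above library mean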
Target sequence (Q9GZV3 whole entry, looked up): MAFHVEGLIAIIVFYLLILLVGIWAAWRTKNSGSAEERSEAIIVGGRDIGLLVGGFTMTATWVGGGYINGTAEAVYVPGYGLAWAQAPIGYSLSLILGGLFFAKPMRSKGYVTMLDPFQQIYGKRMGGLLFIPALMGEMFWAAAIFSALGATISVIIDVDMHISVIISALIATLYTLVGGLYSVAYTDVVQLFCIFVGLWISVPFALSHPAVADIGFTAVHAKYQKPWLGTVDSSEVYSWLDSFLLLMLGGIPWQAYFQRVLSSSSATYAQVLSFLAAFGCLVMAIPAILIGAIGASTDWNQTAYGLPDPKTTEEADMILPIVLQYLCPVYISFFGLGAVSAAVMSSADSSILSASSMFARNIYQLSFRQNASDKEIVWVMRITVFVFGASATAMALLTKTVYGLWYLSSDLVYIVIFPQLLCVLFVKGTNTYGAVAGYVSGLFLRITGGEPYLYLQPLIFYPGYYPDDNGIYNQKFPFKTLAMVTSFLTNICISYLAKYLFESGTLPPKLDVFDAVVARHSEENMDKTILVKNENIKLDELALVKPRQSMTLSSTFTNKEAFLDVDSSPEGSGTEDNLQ
CHT block = inhibits the human high affinity choline transporter | Q9GZV3 | CHT-expressing cells, membrane potential dye, choline response; hits give low values | actives 0.86% (n = 310,000) | B-score at 10 µM;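 active = B-score over 3 SD under the library average, and starting fluorescence ratio not unusually high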;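 also: choline stimulus applied at its EC90 after an EC20 pre-addition; B-score computed on integrated fluorescence ratio after choline addition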
Calls only; i = inactive.

The opening 2 records as a preview:
Every second line gives: CHT block | CHT PAM
CCC(=O)c1cn(CC(=O)Nc2cc(C)ccc2C)c2ccccc12
→ i | i
CCSc1nc2c(cnn2-c2ccc(C)c(C)c2)c(=O)[nH]1
→ i | i

Results, from the start:
Every second line gives: CHT block | CHT PAM
CCC(=O)c1cn(CC(=O)Nc2cc(C)ccc2C)c2ccccc12
→ i | i
CCSc1nc2c(cnn2-c2ccc(C)c(C)c2)c(=O)[nH]1
→ i | i
CCCNC(=O)c1c(N)n(-c2cccc(OC)c2)c2nc3ccccc3nc12
→ i | i
Cc1cc(-c2nnc(SCC(=O)Nc3ccccc3C(F)(F)F)o2)c(C)n1-c1ccccc1
→ i | i
CC(C)N(CCO)Cc1nc(C(c2ccccc2)c2ccccc2)no1
→ i | i
Cc1ccc(N=Cc2c(O)n(-c3ccc4c(c3)OCO4)c(=O)c3ccccc23)cc1
→ i | i
COC(=O)c1c(SCC(=O)Nc2ccc(C)cc2)nc(=O)[nH]c1C
→ i | i
O=C1CC(c2ccccc2Cl)=NN(c2ncnc3ccccc23)C1=O
→ i | i
Cc1ccc(N)c(C(O)(C(F)(F)F)C(F)(F)F)c1
→ i | i
CCc1ccccc1NC(=O)COC(=O)C1C2CC3OC(=O)C1C3C2 (stereo unspecified)
→ i | i
COC(=O)c1ccccc1NC(=O)NCc1ccncc1
→ i | i
CC1(C)Oc2ccc(NC(=O)C3COc4ccccc4O3)cc2O1 (stereo unspecified)
→ i | i
COc1ccc2cc(/C=N/O)c(Cl)nc2c1
→ i | i
O=C(COc1ccccc1Cl)NCC(c1cccs1)N1CCOCC1 (stereo unspecified)
→ i | i
CCOC(=O)CC1Sc2ccccc2NC1=S (stereo unspecified)
→ i | i
NC(=O)c1ccc(C(=O)N/N=C(/Cc2ccccc2)c2ccccc2)cc1
→ i | i
COc1ccc(/C(C)=N/OC/C(O)=C(\C#N)c2nc3ccccc3[nH]2)cc1OC
→ i | i
C=CCNC(=S)N1CCN(S(=O)(=O)c2ccc(C)cc2)CC1
→ i | i
O=C(NCc1ccco1)C1CCCN(c2ncnc3c2nc2n3CCCCC2)C1 (stereo unspecified)
→ i | i
COc1cc(CNC(C)C23CC4CC(CC(C4)C2)C3)ccc1OCC(=O)NC(C)(C)C (stereo unspecified)
→ i | i
CC1CCN(C(C)C(=O)Nc2ccccc2-c2ccccc2)CC1 (stereo unspecified)
→ i | i
COc1cccc(/C=N/NC(=O)c2[nH]c(C)c(C(=O)N/N=C/c3cccc(OC)c3)c2C)c1
→ i | i
COc1ccc(C(=O)NC(C(=O)NCc2ccccc2OC)C(C)C)cc1 (stereo unspecified)
→ i | i
Cc1ccc(CNC(=O)CN2C(=O)COc3ccc(S(=O)(=O)N4CCCCC4)cc32)o1
→ i | i
O=C(CCCc1nc(-c2ccccc2Cl)no1)N1CCOCC1
→ i | i
CCC1(C)Cc2c(sc3nc(NC)n(C)c(=O)c23)CO1 (stereo unspecified)
→ i | i
O=C(C1CC(=O)N(c2ccc(F)cc2)C1)N1CCN(c2ccccc2)CC1 (stereo unspecified)
→ i | i
CC(C)COC(=O)Nc1nnc(Cc2ccccc2)s1
→ i | i
O=C(CC1CCCCC1)NCCOc1ccccc1
→ i | i
CCCCc1nnc(NC(=O)c2ccccc2OCc2c(C)noc2C)s1
→ i | i

Record cards (already shown):
COc1cccc(/C=N/NC(=O)c2[nH]c(C)c(C(=O)N/N=C/c3cccc(OC)c3)c2C)c1 is listed as CHT block = i; CHT PAM = i
CCCCc1nnc(NC(=O)c2ccccc2OCc2c(C)noc2C)s1 is listed as CHT block = i; CHT PAM = i

Remaining list, next part
Every second line gives: CHT block | CHT PAM
CCCCn1c(N)c(N(CC(C)C)C(=O)c2cc(S(=O)(=O)N3CCCCC3)ccc2C)c(=O)[nH]c1=O
→ i | i
CCOC(=O)c1sc(N2N=C(C)C(N=Nc3cccc(C)c3)C2=O)nc1C (stereo unspecified)
→ i | i
Cc1ccccc1C(=O)c1c[nH]c(C(=O)NCCCn2ccnc2)c1
→ i | i
Cc1ccc(NC(=O)c2cn(-c3cccc(C)n3)cn2)cc1
→ i | i
Cc1ccc2c(c1)cc(CN(Cc1ccco1)S(=O)(=O)c1ccccc1)c1nnnn12
→ i | i
COc1ccc(NC(=O)Cn2c(=O)n(-c3ccc(OC)cc3OC)c(=O)c3c(C)c(C)sc32)cc1
→ i | i
COc1ccc(N2CCN(C(CNC(=O)c3ccc4c(c3)OCO4)c3ccco3)CC2)cc1 (stereo unspecified)
→ i | i
CC(C)N(CC#CCC(O)(c1ccccc1)c1ccccc1)C(C)C
→ i | i
O=C(N=C1SC2CS(=O)(=O)CC2N1c1ccccc1)C1CC1 (stereo unspecified)
→ i | i
COC(=O)CCN(C(=O)c1cc(OC)c(OC)c(OC)c1)c1ccccn1
→ i | i
CCCCCn1c2nc3ccccc3nc2c2c(=O)n(CC(C)C)cnc21
→ i | i
Cc1csc(CN(C)C(=O)c2cn(Cc3cccc4ccccc34)nn2)n1
→ i | i
CC(C)NCC(O)(c1ccc(Cl)cc1)c1ccc(Cl)cc1
→ i | i
O=C(O)Cn1ccc2ccccc21
→ i | i
O=C(NCc1cccc(C(F)(F)F)c1)C1CC(c2c(Cl)cccc2Cl)=NO1 (stereo unspecified)
→ i | i
COc1ccccc1-c1cc(C(=O)Nc2cc(C)nn2-c2ccccc2)no1
→ i | i
CCCCOc1ccc(C(=O)N2CCCC2C(=O)O)cc1 (stereo unspecified)
→ i | i
Cc1nc2ccccn2c1/C(O)=C1\C(=O)C(=O)N(CCCN(C)C)C1c1ccc(F)cc1 (stereo unspecified)
→ i | i
O=C(COc1ccc(Cl)cc1)NNC(=O)CSc1nncs1
→ i | i
O=c1cc(N2CCOCC2)[nH]c(=O)n1-c1ccc(Br)cc1
→ i | i
CN(C)c1ccc(C(CC(=O)O)NC(=O)c2ccc(Cl)cc2)cc1 (stereo unspecified)
→ i | i
CCn1c(SCC(=O)NCc2ccc(C)cc2)nnc1-c1ccncc1
→ i | i
COc1ccc(C2c3ccc(O)cc3Oc3ncn(Cc4ccccc4)c(=N)c32)cc1OC (stereo unspecified)
→ i | i
Cc1nc2ccc(F)cc2cc1C(=O)NC(C)C
→ i | i
Cc1occc1C(=O)N/N=C/c1ccc(Cl)c([N+](=O)[O-])c1
→ i | i
CCc1ccc(NC(=O)c2cnc3n(c2=O)CCS3)cc1
→ i | i
COc1cc2[nH]c(=O)n(CCC(=O)N3CCN(Cc4ccccc4)CC3)c(=O)c2cc1OC
→ i | i
C=CCN(CC(=O)NC1CCS(=O)(=O)C1)S(=O)(=O)c1ccccc1C(F)(F)F (stereo unspecified)
→ i | i
O=c1/c(=C\c2ccc(F)cc2)sc2n1CCCN=2
→ i | i
O=C(c1ccc(F)cc1)C1CCN(C(=O)c2ccccc2F)CC1
→ i | i
Cn1c(=O)c2c(nc(NCc3ccc4c(c3)OCO4)n2Cc2ccc(F)cc2)n(C)c1=O
→ i | i
COc1ccccc1C1CC(c2ccc(Br)cc2)=NN1C(=O)c1cccnc1 (stereo unspecified)
→ i | i
O=C(CCn1c(=O)c2cccn2c2ccccc21)Nc1ccc(F)cc1
→ i | i
C#CCOCCOCCOCCNc1nc(N2CCN(C(=O)Cn3cc(CC(C)O)nn3)CC2)nc(N2CCN(C(=O)[C@H](C)n3cc(CCCN=C(N)N)nn3)CC2)n1 (stereo partly specified)
→ i | i
COc1ccc(Cl)cc1NC(=S)N(Cc1cccnc1)Cc1ccco1
→ i | i
COc1ccccc1CNc1nc2nc(C)c(C)c(=O)n2[nH]1
→ i | i
CCOc1cccc(CNCCNC(=O)c2nonc2N)c1
→ i | i
O=C(Nc1cc(=O)c2ccccc2o1)N1CCCCC1
→ i | i
O=[N+]([O-])c1ccc(OCc2nnc(-c3ccccc3)o2)cc1
→ i | i
Cc1nn(Cc2noc(C(=O)NCCc3ccccn3)n2)c(C)c1Br
→ i | i
CC(C)Nc1nc(NC(N)=S)nc(NC(C)(C)C)n1
→ i | i
Cc1ccc(S(=O)(=O)N2CCN(C(=O)c3ccco3)CC2)c(C)c1
→ i | i
COC(=O)CSc1nnc(-c2ccc(S(=O)(=O)N3CCCCC3)cc2)o1
→ i | i
O=C(N/N=C/c1ccncc1)c1nn(Cc2ccccc2)c(=O)c2ccccc12
→ i | i
Cc1cccc(OCc2nc(C#N)c(NCCN(C)C)o2)c1
→ i | i
COc1ccccc1-c1coc2cc(OCC(=O)OCc3ccccc3)ccc2c1=O
→ i | i
CCCOC(=O)C1=C(C)NC2=C(C(=O)CCC2)C1c1cc(OC)ccc1OC (stereo unspecified)
→ i | i
COCc1nnc(NC(=O)CC(c2ccccc2)c2ccccc2)s1
→ i | i
CC1CN(S(=O)(=O)c2cccc(C(=O)NCCCn3ccnc3)c2)CC(C)O1 (stereo unspecified)
→ i | i
Cc1ccc(-c2nc(N)n(S(C)(=O)=O)n2)cc1
→ i | i

A draw from above in order of number of heavy atoms, high to low:
Every second line gives: CHT block | CHT PAM
CCCOC(=O)C1=C(C)NC2=C(C(=O)CCC2)C1c1cc(OC)ccc1OC (stereo unspecified)
→ i | i
COC(=O)CSc1nnc(-c2ccc(S(=O)(=O)N3CCCCC3)cc2)o1
→ i | i
Cc1cccc(OCc2nc(C#N)c(NCCN(C)C)o2)c1
→ i | i
CC(C)Nc1nc(NC(N)=S)nc(NC(C)(C)C)n1
→ i | i
Cc1ccc(-c2nc(N)n(S(C)(=O)=O)n2)cc1
→ i | i

The list continues:
Every second line gives: CHT block | CHT PAM
COc1cccc(-c2nc(CS(=O)CC(=O)NC(C)CCc3ccccc3)c(C)o2)c1 (stereo unspecified)
→ i | i
CCC1CCCCN1C(=O)c1ccc(OC2CCN(C(=O)CCOC)CC2)cc1 (stereo unspecified)
→ i | i
Cc1cccc(NC(=O)NCc2ccc3c(c2)OCO3)c1
→ i | i
Cc1ccc(C2C(C(=O)c3sc(C)nc3C)=C(O)C(=O)N2CCN(C)C)o1 (stereo unspecified)
→ i | i
Nc1cc(C2CCCC2)nn1-c1ccccc1
→ i | i
COC(=O)CSc1nc(-c2cccs2)ccc1C#N
→ i | i
O=C(Nc1ccc2c(c1)OCO2)c1cc(-c2ccc(O)cc2)on1
→ i | i
O=C1C2C3C=CC([C@@H]2C(=O)N1Cc1cccnc1)C31CC1 (stereo partly specified)
→ i | i
COCCNC(=O)c1ccccc1NC(=O)c1ccc(Cl)c(S(=O)(=O)Nc2ccc(C)cc2C)c1
→ i | i
CC(=O)NS(=O)(=O)c1ccc(NC(=O)CCC2CCCC2)cc1
→ i | i
CC(=O)Nc1ccc(NC(=O)c2cc(C)nn2-c2ccccc2)cc1
→ i | i
CSCC[C@H](NC(=O)Nc1ccc(Oc2ccccc2)cc1)C(=O)O
→ i | i
COC(=O)C(=C/C=C/N1CCOCC1)C(=O)OC
→ i | i
COc1ccc(N2Cc3cccc(C(=O)N4CCOCC4)c3C2=O)cc1
→ i | i
CC1(c2ccc(OC(F)F)cc2)NC(=O)N(CC(=O)Nc2ccc3[nH]c(=O)[nH]c3c2)C1=O (stereo unspecified)
→ i | i
CCN(CC)CCNC(=O)C1c2cc(OC)c(OC)cc2C(=O)N(C)C1c1cccs1 (stereo unspecified)
→ i | i
CCOC(=O)N1CCN(C(=O)CSc2nc3c(cnn3-c3ccc(Cl)cc3)c(=O)[nH]2)CC1
→ i | i
N#CC1=C(N)Oc2cc(N)ccc2C1C1CCCCC1 (stereo unspecified)
→ i | i
N#Cc1c(NC(=S)NC(=O)c2ccccc2)sc2c1CCCC2
→ i | i
Cc1ccc(N2CCN(C(=O)N3CCCC3)CC2)cc1C
→ i | i
CCCCOc1ccc(-c2ncc([N+](=O)[O-])cn2)cc1
→ i | i
Cc1cc(NC(=O)COC(=O)C2CCC2)no1
→ i | i
COc1cccc(NC(=O)c2nn(-c3ccc(OC)cc3OC)c(=O)c3ccccc23)c1
→ i | i
NC(=O)CN1CCN(S(=O)(=O)c2ccc(Cl)cc2)CC1
→ i | i
CN(C)Cc1c(O)ccc2c(=O)c(-c3ccccc3)c(C(F)(F)F)oc12
→ i | i
O=C(CSc1ncnc2nc[nH]c12)c1ccc2ccccc2c1
→ i | i
COc1cccc(CC2(CO)CCN(CC3=CC[C@H]4C[C@@H]3C4(C)C)CC2)c1
→ i | i
Fc1ccc(-c2csc(/C=C/c3ccc4c(c3)OCO4)n2)cc1
→ i | i
CC(C)c1ccc(C2C(C(=O)c3ccco3)=C(O)C(=O)N2CCN2CCOCC2)cc1 (stereo unspecified)
→ i | i
Cc1ccc(NC(=O)C(C)Sc2nnc(C)n2C)cc1 (stereo unspecified)
→ i | i
CCCCOc1ccc(CSc2ncn[nH]2)cc1
→ i | i
COC(=O)/C(C#N)=C/c1ccc(C)o1
→ i | i
CCOc1ccc(CCNC(=O)CSc2nn(-c3ccc(C)c(Cl)c3)c(=S)s2)cc1OCC
→ i | i
OC1(c2ccc(Cl)cc2)CN(c2ccccc2)C2=[N+]1CCS2 (stereo unspecified)
→ i | i
CCCCNC(=S)NC(=O)c1ccccc1Br
→ i | i
O=c1ccc2cc3c4c(c2o1)CCCN4CCC3
→ i | i
O=C(/C=C/c1ccc(Cl)cc1Cl)c1ccc[nH]1
→ i | i
O=C(NCc1nnnn1-c1ccc(F)c(F)c1)c1ccc(S(=O)(=O)N2CCOCC2)cc1
→ i | i
CCOc1ccc(CCNC(=O)CN(C)S(=O)(=O)c2cccs2)cc1OCC
→ i | i
COc1ccc(C(=O)NCCc2nnc3ccc(SCC(=O)N4CCCC4)nn23)cc1
→ i | i
CN(Cc1c(C(=O)N/N=C/c2ccccc2)nnn1-c1nonc1N)C1CCCCC1
→ i | i
Clc1ccc(-c2cc3ccccc3nc2N2CCOCC2)cc1
→ i | i
CCOC(=O)Cc1csc(NC(=O)c2ccc(C)cc2)n1
→ i | i
